Source: PubChem (several laboratories)
TR-FRET SRC-2 ct: counter-screen for PPARgamma SRC-2 recruitment agonists: TR-FRET artefact; 200,000 tested, 0.4% active; TR-FRET ratio at 8 µM; active compounds read high; in the data active means TR-FRET ratio above about 2000; further: inactives centre near 1500; reference of the scale not given here
Redox H2O2 prof: compounds producing H2O2 with reducing agent – biochemical, NIH compound library profiling, artefact control for MLSCN library redox annotation, primary screen. DTT-dependent redox cycling H2O2, phenol red/HRP absorbance; 100% = 100 µM peroxide control, 0% = buffer. 200,000 tested, 0.03% active. activation, % at 10 µM;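 active means activation of at least 50% relative to the plate's high and low controls in the primary single-dose screen; inactive means activation below 50%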;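 further: compound incubated with DTT at 0.8 mM final as the reducing agent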
Efa HMGR inh: E. faecalis class II HMG-CoA reductase inhibition; 190,000 tested, 0.41% active; AID 1066; inhibition, % at 10 µM; purified E. faecalis HMGR, NADPH absorbance 340 nm kinetic;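 active means inhibition above a set limit, the median over all tested compounds plus 3 SD, cut at about 9.5% in these data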;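 further: enzyme runs in reverse so mevalonate oxidation gives rising NADPH absorbance; 0% = complete reaction with DMSO and 100% = background rate lacking mevalonate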
S1P3 antag: S1P3 (human) receptor antagonism; Q99500; CHO S1P3 NFAT-BLA reporter, FRET fluorescence, antagonist mode; inhibition, % at 4.98 µM; 170,000 tested, 0.27% active; AID 485;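 active means inhibition above the plate cutoff, the mean inhibition of test wells on that plate plus 3 SD, cut at about 28% in these data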;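 further: cells challenged with S1P at its EC80 of 0.8 µM; blue over green emission ratio from cleaved BLA substrate after 4 h stimulation; 0% = S1P-stimulated wells and 100% = unstimulated DMSO-only wells; some compounds past the cut are filed as inactive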
Target sequence (Q99500 whole entry, looked up): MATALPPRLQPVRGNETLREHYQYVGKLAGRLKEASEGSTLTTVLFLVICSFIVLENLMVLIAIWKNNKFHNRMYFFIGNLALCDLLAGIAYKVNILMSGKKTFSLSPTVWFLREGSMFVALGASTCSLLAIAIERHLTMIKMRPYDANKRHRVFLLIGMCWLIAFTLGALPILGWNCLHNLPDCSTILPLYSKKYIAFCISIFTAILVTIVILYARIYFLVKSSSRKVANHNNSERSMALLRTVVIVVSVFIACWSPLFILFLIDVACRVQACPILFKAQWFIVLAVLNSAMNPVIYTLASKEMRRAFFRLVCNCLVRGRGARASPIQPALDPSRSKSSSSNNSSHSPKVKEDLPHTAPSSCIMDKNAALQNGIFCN
PPARg SRC-1 ag: promotes SRC-1 coactivator recruitment by human PPARgamma; AID 631; P37231; 200,000 tested, 0.41% active; PPARgamma-SRC-1 coactivator recruitment biochemical assay; activation, % at 8 µM; in the data active means activation above about 19%;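 further: 0% = DMSO and 100% = reference agonist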
Target sequence (P37231 whole entry, looked up): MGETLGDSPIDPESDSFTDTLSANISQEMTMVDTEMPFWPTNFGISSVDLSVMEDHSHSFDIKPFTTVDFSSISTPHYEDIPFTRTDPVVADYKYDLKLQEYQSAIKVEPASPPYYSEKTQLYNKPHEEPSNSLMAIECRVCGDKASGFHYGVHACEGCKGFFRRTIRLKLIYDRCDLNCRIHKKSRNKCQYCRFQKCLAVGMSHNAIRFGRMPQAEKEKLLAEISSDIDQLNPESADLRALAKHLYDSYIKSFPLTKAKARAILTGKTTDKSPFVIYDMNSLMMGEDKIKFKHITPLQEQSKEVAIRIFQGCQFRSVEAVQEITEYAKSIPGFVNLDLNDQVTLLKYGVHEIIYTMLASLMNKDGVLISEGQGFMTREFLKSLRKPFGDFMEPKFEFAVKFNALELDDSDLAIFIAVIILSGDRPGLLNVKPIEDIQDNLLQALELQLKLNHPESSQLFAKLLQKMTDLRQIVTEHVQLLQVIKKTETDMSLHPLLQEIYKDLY
Lmaj promast: reduces viability of Leishmania major promastigotes; resazurin fluorescence viability; inhibition, % at 10 µM; 200,000 tested, 9% active; in the data active means inhibition above about 50%;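 further: promastigotes grown with compound for 44 hours at 28 °C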
PPARg SRC2 recr: agonists of SRC-2 recruitment by human PPARgamma. P37231. PPARgamma LBD-SRC-2 recruitment, biochemical. activation, % at 8 µM. 200,000 tested, 0.34% active. AID 1032; in the data active means activation above about 22%;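 further: 0% = vehicle and 100% = reference agonist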
bIAP inhibitor: blocks bovine intestinal alkaline phosphatase activity. inhibition, % at 20 µM. 190,000 tested, under 10 active. AID 1019. purified bovine IAP, CDP-star luminescence, 30 min;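 active means over 50% inhibition of intestinal alkaline phosphatase at 20 µM in the single-dose screen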
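System: Purified bovine intestinal alkaline phosphatase (IAP) enzyme | Input: IAP diluted 1/65,000,000 in the well | Also added: CDP-star chemiluminescent phosphatase substrate, 30 µM final | Dosing: 20 µM single dose | Times: Enzyme reaction for 30 min at room temperature | Detection: Luminescence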
RAM network inh: inhibitors of the yeast RAM network | S. cerevisiae dse1pr::URA3 reporter, 5-FOA growth OD615, 2 d; analog-sensitive cbk1-as2 kinase mutant strain | inhibition, % at 50 µM | 190,000 tested, 1.8% active;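 active means inhibition above a set limit, 3 SD over mean compound inhibition, cut at about 8.4% in these data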;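 further: 0% = DMSO-only wells with no growth and 100% = 10 µM 1-NA-PP1 full growth; inhibition rescues growth on 5-FOA so higher OD means more RAM inhibition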
PPARg SRC3 recr: PPARgamma-driven SRC-3 recruitment agonism. 200,000 tested, 0.26% active. activation, % at 8 µM. biochemical PPARgamma/SRC-3 coactivator recruitment assay; in the data active means activation above about 23%;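 further: 0% = DMSO and 100% = reference agonist; some compounds past the cut are filed as inactive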
ROMK primary: human ROMK K+ channel modulation, primary screen. P48048. Tet-inducible ROMK, thallium flux fluorescence; actives lie on both sides. B-score at 10 µM. 130,000 tested, 2% active;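 active means signal ratio slope over the read window, or its plate-corrected B-score, at least 3 SD from the plate mean, either direction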;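 further: B-score of the F/F0 ratio slope over 7 to 12 s after thallium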
* marks the source's active call; other numbers are inactive results; . = no result given.

SMILES | TR-FRET SRC-2 ct | Redox H2O2 prof | Efa HMGR inh | S1P3 antag | PPARg SRC-1 ag | Lmaj promast | PPARg SRC2 recr | bIAP inhibitor | RAM network inh | PPARg SRC3 recr | ROMK primary
COC(=O)c1[nH]c(C)c(/C(O)=C2\C(=O)C(=O)N(CCN(C)C)C2c2cccc(OC)c2OC)c1C (stereo not drawn) | 1614 | -1.6 | -2 | 1 | 2 | -2 | 4 | 9 | 2.5 | 0 | .
CCCn1cnc2sc(CC)cc2c1=O | 1568 | -0.1 | -2 | -4 | 5 | -8 | -3 | 11 | 2.6 | 2 | -1.3
CCOC(=O)C1C(=O)CC(C)(O)C(C(=O)OCC)C1c1ccco1 (stereo not drawn) | 1598 | 2.3 | 6 | -3 | 2 | -3 | -1 | 2 | 3.0 | -1 | 0.049
Cc1cc(C)cc(NC(=S)NCCN(C2CCCCC2)C2CCCC2)c1 | 1476 | -0.6 | -4 | -10 | 5 | 63* | 5 | . | 0.4 | -2 | -1.9
O=[N+]([O-])c1nn(-c2cccc(Cl)c2)n(O)c1=NCc1cccnc1 | 1512 | -0.3 | -7 | 1 | 1 | 21 | 2 | . | 5.6 | 5 | .
CCN(CCNCC(O)COCc1ccc(Cl)cc1)c1cccc(C)c1 (stereo not drawn) | 1528 | 0.0 | 31* | -6 | -3 | 25 | 2 | -9 | -0.8 | 3 | .
CCn1c(-c2cc(-c3ccccc3OC)nc3ccccc23)n[nH]c1=S | 1465 | 0.2 | -1 | 2 | -4 | -3 | -3 | -1 | 2.7 | 1 | .
Cc1cc(-c2csc(N)n2)c(C)n1CCc1ccccc1 | 1677 | -2.0 | -4 | 31 | 5 | 11 | 10 | 10 | 4.3 | 2 | .
Cc1ccc(-n2nnnc2C(Cl)(Cl)c2nnnn2-c2ccc(C)cc2)cc1 | 1317 | -3.7 | -2 | . | -2 | 9 | -3 | 3 | 1.6 | 9 | 0.48
Cc1cc(C)nc(-n2nc(C)cc2NC(=O)c2ccc(Br)o2)n1 | 1510 | 2.2 | . | 28 | -1 | 5 | -2 | . | . | 4 | 1.8
CC(C)CN(CC(C)C)C(=O)CC(=O)NC(=O)c1ccc(Cl)cc1 | 1525 | -8.4 | -4 | . | 5 | -6 | 4 | -2 | -0.3 | -5 | .
Cc1ccc(C(=O)NCc2ccco2)cc1S(=O)(=O)Nc1cccc(C)c1C | 1511 | 0.2 | -4 | . | 5 | 16 | 7 | -2 | 1.7 | -6 | -2.7
O=C(NCCCN1CCOCC1)C(=O)NCCc1ccccc1 | 1659 | -0.5 | -6 | -18 | 2 | -4 | 8 | 10 | 1.7 | 6 | 0.24
COc1ccc(C2CC(c3ccc(Cl)cc3Cl)n3nc(N)nc3N2)cc1 (stereo not drawn) | 1492 | -0.2 | -4 | 4 | -5 | 27 | 2 | 11 | 0.7 | -2 | .
CCOC(=O)C1=C(c2ccccc2)O/C(=C(/C(=O)OC)C(F)(F)F)S1 | 1646 | 0.2 | -9 | . | 12 | 3 | 7 | 2 | 8.4 | 19 | -1.1
CCCC(=O)Nc1ccc2c(c1)nc1n2CCSC1 | 1395 | -0.3 | -7 | 23 | -4 | -3 | 0 | -7 | 0.0 | -1 | -0.087
CCOC(=O)N1CCC(N(CCN(C)C)C(=S)Nc2cccc(OC)c2)CC1 | 1499 | -0.4 | 1 | 0 | 1 | 6 | 0 | 2 | 1.6 | -3 | -0.41
COc1cc([N+](=O)[O-])ccc1NC(=O)CSc1ccccn1 | 1579 | 7.9 | -6 | -16 | 10 | -4 | 12 | 5 | 4.0 | -2 | 0.026
C=CCc1c(C)nc(-c2ccccc2)nc1N/N=C/c1ccccc1 | 1661 | 0.3 | -4 | -10 | -2 | 11 | 1 | 12 | 1.6 | 6 | .
Cc1nn(C2CCS(=O)(=O)C2)c(Cl)c1/C=C/C(=O)OCC(=O)Nc1ccccc1OC(F)F (stereo not drawn) | 1497 | 0.3 | -7 | . | -9 | 51* | 10 | 9 | 1.0 | 3 | 0.012
C=CCOC(=O)C1=C(C)NC(SCC(=O)Nc2nccs2)=C(C#N)C1c1ccc(Cl)cc1 (stereo not drawn) | 1452 | 2.3 | -1 | . | -5 | 38 | -1 | 2 | 4.2 | 8 | .
CCOC(=O)C1=NN(C(C)=O)C2(CC(=O)N(c3cccc(C)c3)C2=O)C1 (stereo not drawn) | 1661 | 0.2 | -1 | 10 | -3 | -6 | 5 | 6 | 0.5 | -1 | .
Cc1ccc(-c2n[nH]c(=S)n2/N=C/C=C\c2ccccc2[N+](=O)[O-])cc1 | 1532 | -2.2 | -5 | . | -1 | -2 | -5 | 28 | 1.9 | 9 | .
COc1cccc(Cn2nnc(C(=O)NCc3ccc(F)cc3)c2N)c1 | 1645 | -3.1 | -7 | -14 | 2 | -7 | -4 | 6 | 0.9 | 5 | .
CCOC(=O)c1cc2cc(OC)ccc2[nH]1 | 1614 | 0.7 | -4 | . | 6 | -8 | 9 | 7 | 1.1 | 3 | -1.2
(further entries)
SMILES | TR-FRET SRC-2 ct | Redox H2O2 prof | Efa HMGR inh | S1P3 antag | PPARg SRC-1 ag | Lmaj promast | PPARg SRC2 recr | bIAP inhibitor | RAM network inh | PPARg SRC3 recr | ROMK primary
Cc1ccc(C)c(NS(=O)(=O)c2ccc(OCC(=O)N3CCOCC3)cc2)c1 | 1626 | 0.6 | -6 | 4 | 1 | -2 | 0 | 0 | 0.9 | -2 | -0.36
Cc1cc(C(=O)Nc2sc3c(c2C#N)CCCCC3)cs1 | 1304 | 0.7 | -2 | 22 | -10 | -1 | -4 | 6 | 1.1 | 6 | -0.36
Cc1ccc(COC(=O)c2nn(-c3ccccc3)nc2N)cc1 | 1829 | -0.7 | -3 | -3 | 6 | -5 | 2 | 2 | 5.8 | 6 | -0.057
O=C(N/C=C/c1ccc(Cl)cc1)NCc1ccc(Cl)cc1 | 1431 | 1.3 | -7 | . | 8 | 60* | 1 | 47 | -0.8 | 4 | .
O=C(CN1C(=O)NC(c2ccccc2)(c2ccccc2)C1=O)c1c[nH]c2ccccc12 | 1851 | -2.1 | 2 | -1 | -2 | 14 | 6 | 6 | 7.0 | 1 | -0.034
Cc1cc(C)cc(Oc2cc(NC(=O)c3cn(C)nc3C)cc([N+](=O)[O-])c2)c1 | 1522 | 0.3 | -2 | . | 6 | -7 | 2 | 14 | 6.4 | 10 | -0.033
COc1ccc(C2N(c3cccc(Cl)c3)C(=O)C3CCCN32)cc1 (stereo not drawn) | 1540 | -1.3 | -2 | -9 | -2 | 2 | -3 | -4 | 1.1 | -3 | .
CN(C)CCN=Cc1c(O)n(Cc2ccccc2)c(=O)c2ccccc12 | 1554 | -0.3 | -2 | -8 | 6 | 18 | 4 | -3 | 0.8 | 2 | -0.82
CCCCSc1nc2sc3c(c2c(=O)[nH]1)CCC3 | 1663 | 0.1 | -1 | . | 9 | -6 | 6 | 2 | 0.0 | -5 | .
Cn1c(C(=O)OC(C(=O)NCc2ccco2)c2ccncc2)cc2sccc21 (stereo not drawn) | 1576 | 1.2 | -9 | . | 0 | 34 | 2 | 17 | 0.7 | -7 | -0.99
CCCn1c(=N)c(C(=O)NC2CCCC2)cc2c(=O)n3cccc(C)c3nc21 | 1750 | -0.2 | 5 | . | 15 | 58* | 19 | -3 | 2.6 | 4 | -0.89
CC1CCN(C(=O)C2CCCN(S(C)(=O)=O)C2)CC1 (stereo not drawn) | 1302 | -5.5 | -10 | 2 | 3 | -1 | 1 | 4 | 1.1 | 1 | 0.26
CCOC(=O)C(CCSC)NC(=O)CN (stereo not drawn) | 1499 | 0.7 | -1 | -4 | -1 | -7 | 4 | 7 | 0.5 | -2 | 1.3
O=C(OCC(=O)N1CCCc2ccccc21)c1cncc(Br)c1 | 1578 | 0.7 | 3 | -1 | 3 | -7 | 6 | -2 | 0.2 | -1 | .
O=C(Nc1cccc2ccccc12)OCc1cncs1 | 1801 | -1.2 | 2 | -12 | 0 | 2 | 4 | 0 | 3.2 | 3 | -0.045
O=C(Cn1cnc2ccccc21)N/N=C/c1ccccc1[N+](=O)[O-] | 1642 | 0.2 | 1 | -6 | 0 | 10 | 6 | 1 | 0.0 | -3 | .
CCOC(=O)NC(=O)/C(C#N)=C\Nc1sccc1C(=O)OC | 1742 | -0.3 | 1 | -14 | 11 | -5 | 3 | 7 | 0.1 | 3 | -0.57
C/C(CCc1ccco1)=N/NC(=O)CCC(=O)Nc1ccc(Br)cc1 | 1546 | 0.6 | -2 | 0 | -2 | 48 | -16 | -12 | 1.1 | 1 | 0.24
COc1cc(/C=C2\CCc3ccccc3C2=O)cc(OC)c1OC | 1538 | 0.1 | -2 | -1 | 3 | 77* | -1 | -10 | 0.5 | 2 | -0.47
O=C(O)CCC(=O)NNC(=O)COc1ccc2ccccc2c1Br | 1679 | 0.0 | -8 | -10 | 5 | -6 | 4 | -53 | 7.6 | 1 | 0.033
Cc1ncsc1CCOC(=O)c1ccc(N2CCOCC2)c([N+](=O)[O-])c1 | 1447 | -1.6 | -5 | -2 | -6 | 19 | 2 | 3 | -0.2 | 5 | -0.17
CC1CC(C)CN(CC(C)(C)NS(=O)(=O)c2ccc(Cl)cc2)C1 (stereo not drawn) | 1724 | 0.0 | -4 | . | 3 | 95* | 5 | . | 0.9 | 13 | .
C=CCc1c(C)nc(N)[nH]c1=O | 1244 | -0.1 | -3 | . | -5 | -3 | -5 | 7 | 2.4 | 4 | .
COC(=O)C1CSC(C(=O)OC)N1C(=O)Nc1ccc(Cl)c(Cl)c1 (stereo not drawn) | 1815 | 1.3 | 4 | . | 2 | -7 | 7 | 12 | 0.5 | 9 | .
Cc1ccc2c(c1)NC(=O)C(CC(=O)NCCN(C)C)O2 (stereo not drawn) | 1807 | -1.2 | -2 | -10 | 10 | -3 | -6 | 1 | 2.6 | 12 | .
Next section
SMILES | TR-FRET SRC-2 ct | Redox H2O2 prof | Efa HMGR inh | S1P3 antag | PPARg SRC-1 ag | Lmaj promast | PPARg SRC2 recr | bIAP inhibitor | RAM network inh | PPARg SRC3 recr | ROMK primary
CCOC(=O)c1oc2ccc(S(=O)(=O)n3nc(-c4cc(OC)c(OC)c(OC)c4)cc3N)cc2c1C | 1608 | 1.1 | 1 | 6 | 11 | 64* | 10 | -18 | 2.6 | 3 | .
CC(C)(C)c1ccc(-c2ncccc2O)cc1 | 1462 | -0.5 | -2 | 8 | -2 | 100* | -8 | 4 | 0.0 | 1 | -0.89
COc1cc(/C=N\NC(=O)CN2CCOCC2)ccc1OCC(=O)Nc1ccc(C)c(C)c1 | 1389 | -8.2 | 2 | . | -1 | 8 | 7 | -5 | 0.7 | -1 | .
COc1ccc(/C=N/Nc2nc(-c3ccc(Cl)cc3)cc(C(F)(F)F)n2)c(OC)c1 | 1700 | 2.2 | -5 | -14 | 1 | -6 | 4 | 3 | 1.8 | 5 | 0.89
Nc1cc(C(F)(F)F)ccc1C(=O)O | 1526 | -2.0 | -2 | -38 | -8 | -8 | -3 | 5 | 0.2 | -3 | .
O=C(c1ccccc1F)N1CCN(c2ccc([N+](=O)[O-])c3cccnc23)CC1 | 1286 | -0.8 | -6 | 5 | 5 | 63* | 3 | 21 | 3.2 | 2 | -3.1
